From PubChem
AI-2 QS modul = Vibrio harveyi AI-2 quorum sensing modulators, primary screen, JMH597 strain, luminescence/OD600 ratio; Vibrio harveyi JMH597 AI-2 luminescence/OD600 ratio, 9 h; stronger effect = lower value; strain lacks LuxN and CqsS sensors; 0 = neutral-control median; activity change, % at 7.5 µM; 300,000 compounds, 0.4% hits; AID 2094, 2009; in the data active = activity change below about -75%, passing the limit was not always enough;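 also: luminescence divided by OD600 gain over 9 h not by final OD600 alone; inactives centre near 13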
IEC-6 tox = cytotoxicity in IEC-6 intestinal epithelial cells, primary screen, cytotoxicity control for KLF5 inhibitor project, cell-based, luminescence. 290,000 compounds, 0.78% hits. inhibition, % at 5 µM. IEC-6 cytotoxicity, luminescence viability; in the data active = inhibition above about 22%;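 also: 0% = plate median of test compound wells and 100% = cytotoxic reference compound wells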
aSyn UTR inh = MLPCN primary screen, SNCA 5' untranslated region; AID 1813, 2009; inhibition, % (tested at 7.5 µM); alpha-synuclein 5'UTR reporter, inhibitor activity; 300,000 compounds, 0.82% hits; in the data active = inhibition above about 60%;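 also: H4 neuroglioblastoma cells stably carrying SNCA 5'UTR luciferase fusion; 0% = DMSO wells and 100% = positive control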
HSF1 inhib = HSF1 inhibitors in luciferase reporter cells, primary screen, cell-based, NIH3T3, luminescence; NIH3T3-HGL HSE-luciferase, MG132-induced, luminescence 8 h; stronger effect = lower value; AID 2098, 2009; 300,000 compounds, 0.77% hits; activity change, negative = inhibition, % at 7.5 µM (by protocol);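 active = more than half of replicate wells show activity change below -50%, luminescence cut by over half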;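 also: luciferase reports HSF-1 transcriptional activity via heat shock element; 0% = median of DMSO wells and -100% = zero luminescence signal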
GSK3B inh = human GSK3beta kinase inhibitors, primary screen, biochemical, cell-free homogeneous, HTS; Glycogen synthase kinase-3 beta (Homo sapiens), P49841; GST-GSK3beta kinase, ADP-Glo luminescence, 60 min; stronger effect = lower value; activity score (negative = inhibition), % at 10 µM; 300,000 compounds, 0.038% hits; AID 2097, 2009;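 active = more than half of replicate wells score below -50%, meaning over 50% inhibition versus plate controls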;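 also: 0% = median DMSO wells and -100% = median GW8510 positive control wells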
Target sequence (P49841 whole entry, looked up): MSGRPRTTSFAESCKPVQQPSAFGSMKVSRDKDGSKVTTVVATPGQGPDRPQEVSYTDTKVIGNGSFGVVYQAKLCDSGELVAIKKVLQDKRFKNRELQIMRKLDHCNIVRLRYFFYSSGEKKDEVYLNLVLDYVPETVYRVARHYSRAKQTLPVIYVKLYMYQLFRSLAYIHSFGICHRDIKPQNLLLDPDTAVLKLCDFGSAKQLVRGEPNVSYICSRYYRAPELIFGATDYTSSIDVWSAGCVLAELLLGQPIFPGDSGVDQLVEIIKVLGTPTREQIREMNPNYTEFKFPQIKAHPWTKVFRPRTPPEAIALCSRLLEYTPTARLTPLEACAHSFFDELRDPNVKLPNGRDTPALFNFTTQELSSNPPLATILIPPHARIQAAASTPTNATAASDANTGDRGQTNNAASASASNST
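Test system: GST-fused GSK3beta enzyme, cell-free | Quantity: 1.6 ng GST-GSK3beta enzyme per well | Reagent: 25 µM ATP with peptide substrate | Schedule: 60 min enzyme reaction, room temperature | Signal: Luminescent ADP-Glo measurement of ADP formed | Read-out basis: Score relative to plate controls | Control set: DMSO and 20 µM GW8510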
KLF5 inh = KLF5 expression inhibitors, primary screen, DLD-1 cells, luminescence. AID 1700, 2009. inhibition, % at 5 µM. DLD-1 KLF5 promoter-luciferase reporter. 290,000 compounds, 0.23% hits;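 active = inhibition above a per-plate limit of that plate's mean compound inhibition plus 3 SD, cut at about 60% in these data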;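 also: 0% = DMSO wells and 100% = LY294002 at 200 µM; higher means less KLF5 promoter-driven luciferase light; inactives centre near -14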
HSP90 refold inh = HSP90 inhibitors, primary screen, cell lysate, luminescence. Rabbit reticulocyte lysate, luciferase refolding luminescence, 3 h. inhibition, % at 5.6 µM. 290,000 compounds, 0.91% hits;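 active = inhibition above the screen-wide mean plus 3 SD, computed separately per campaign, cut at about 16% in these data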;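 also: 0% = DMSO wells and 100% = 60 µM geldanamycin wells; inhibitors lower the luminescence because luciferase stays unfolded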
HIF activator = HIF pathway transcriptional activators, primary screen, cell-based, U2OS HRE-luciferase, luminescence. U2OS HRE-luciferase reporter; normalized: DMSO 0%, desferrioxamine 100%. activation, % at 7.5 µM (by protocol). 300,000 compounds, 0.32% hits. AID 1910, 2009;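 active = mean activation of at least 10% of the iron chelator positive control signal, with at least half of replicates also reaching 10%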
GSK3A inh = blockers of GSK3A enzyme activity – biochemical, luminescence, cell-free homogeneous, HTS, primary screen | Glycogen synthase kinase-3 alpha (Homo sapiens), P49840 | GSK-3 alpha kinase, ADP-Glo luminescence, 60 min | inhibition, % at 10 µM | 320,000 compounds, 0.1% hits;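 in the data active = inhibition above about 50%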;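 also: GST-tagged GSK-3 alpha with peptide substrate and 25 µM ATP; 0% = DMSO neutral wells and 100% = GW8510 positive control wells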
Target sequence (P49840 whole entry, looked up): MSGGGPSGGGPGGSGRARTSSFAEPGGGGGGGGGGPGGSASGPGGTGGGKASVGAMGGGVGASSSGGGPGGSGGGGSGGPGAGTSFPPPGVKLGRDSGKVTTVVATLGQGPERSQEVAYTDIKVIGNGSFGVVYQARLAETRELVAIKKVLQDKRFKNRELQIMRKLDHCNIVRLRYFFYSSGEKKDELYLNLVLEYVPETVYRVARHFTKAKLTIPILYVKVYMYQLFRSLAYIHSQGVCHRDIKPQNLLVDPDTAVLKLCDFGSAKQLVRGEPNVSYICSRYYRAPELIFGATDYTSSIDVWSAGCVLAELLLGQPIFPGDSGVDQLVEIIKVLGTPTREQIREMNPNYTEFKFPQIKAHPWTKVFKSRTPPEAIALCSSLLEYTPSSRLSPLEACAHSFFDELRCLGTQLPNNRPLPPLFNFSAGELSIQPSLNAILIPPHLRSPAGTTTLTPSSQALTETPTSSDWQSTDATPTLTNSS
HSF-1 act = HSF-1 activators, primary screen, NIH3T3-HGL cells, MG132 stress, luminescence, single point; activation, % at 9 µM; 300,000 compounds, 1.7% hits; NIH3T3-HGL HSF-1 luciferase reporter, 8 h; 100% = twice DMSO control signal;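 active = mean replicate activation of at least 50% with a set share of replicates each reaching 50%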;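 also: 0% = median of the neutral control wells and 100% = twice that signal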
Active calls of the source: *; . = not tested or not shown.

Under each structure: AI-2 QS modul	IEC-6 tox	aSyn UTR inh	HSF1 inhib	GSK3B inh	KLF5 inh	HSP90 refold inh	HIF activator	GSK3A inh	HSF-1 act
- CC(C)C[C@@H](C(=O)NC1CCN(Cc2ccccc2)CC1)N1C(=O)N2CCc3c([nH]c4ccccc34)[C@@]2(C)C1=O
    2.5	-3.2	-42.9	2.5	-2.2	-28.1	2.5	-0.7	-1.5	17.8
- Cc1cc(=O)n2nc(N3CCC(C(=O)NCc4cccc(Br)c4)CC3)sc2n1
    5.7	-1.6	8.6	-3.0	.	-35.5	1.3	-1.7	-1.3	-6.4
- COc1ccccc1CNc1ncnc2c1nnn2Cc1ccccc1
    19.7	-0.1	8.7	-0.1	1.6	1.3	1.9	-1.3	3.9	13.8
- COc1ccc(C2=NS(=O)(=O)N(C)C(C(=O)Nc3cc(OC)c(OC)c(OC)c3)=C2)cc1
    12.0	7.1	-6.3	-0.3	-5.0	-40.5	-5.9	0.5	0.8	5.8
- O=C(Nc1ccc2c(c1)CCC2)c1cc(S(=O)(=O)N2CCN(c3ccccc3)CC2)ccc1Cl
    27.9	-4.4	-22.2	5.8	-4.6	4.8	2.5	1.1	0.8	7.4
- CN(NC1OC(=O)c2ccccc21)c1ccc(Cl)cc1[N+](=O)[O-] (centres undefined)
    29.7	4.0	19.4	0.1	4.0	-25.5	-3.8	0.4	-0.8	-5.5
- O=C(Nc1nc2c(Br)cc(Br)cc2c(=O)s1)C1CCC1
    16.9	-1.4	3.6	-7.2	-3.6	-10.9	0.2	-0.1	-1.1	-1.4
- CC(C)(C)NS(=O)(=O)c1ccc(CCC(=O)Nc2ccc3c(c2)OCCO3)cc1
    12.9	-8.4	16.7	5.1	2.1	-23.7	-3.9	-0.2	-1.3	23.9
- COc1cc(NC(=O)CS(=O)(=O)c2ccc(C)cc2)cc(OC)c1OC
    .	0.5	.	.	.	-6.4	4.1	.	-3.9	.
- COCc1cc(C)nc(Oc2ccccc2)c1C#N
    13.8	-1.6	14.9	-0.2	2.0	-4.6	2.8	-0.8	0.6	16.7
- Cc1cc(C)cc(NS(=O)(=O)c2c(C(=O)N3CCCCCC3)c(C)n(C)c2C)c1
    6.3	1.7	5.1	-0.7	-2.4	-11.7	3.5	0.1	-2.6	27.6
- COCCNc1oc(-c2cccs2)nc1S(=O)(=O)c1ccc(C)cc1
    -9.7	-3.7	5.9	-7.3	0.2	-19.6	-3.4	-0.2	-1.3	-1.4
- CCC(C)(C)NC(=O)/C=C/c1cc(OC)c(OC)c(S(=O)(=O)N2CCc3ccccc32)c1
    12.6	-0.4	33.9	-8.2	6.5	-11.3	-4.8	-0.7	-1.4	-7.9
- CCCCCC1CC(CC/C(C)=N/NC(N)=O)C(=O)O1 (centres undefined)
    17.8	1.0	-2.8	1.7	1.0	4.0	-1.5	-0.1	-3.8	1.1
- Nc1cc([N+](=O)[O-])ccc1N1C(=O)CCCC1=O
    17.8	-7.3	14.2	-2.8	1.4	2.9	-0.9	-11.4	1.2	13.7
- O=C1C(=O)N(Cc2cccnc2)C(c2cccc(F)c2)/C1=C(/O)c1ccc2c(c1)OCO2 (centres undefined)
    34.4	-6.2	-18.4	10.7	-2.5	-56.2	1.4	0.1	-1.7	9.8
- CC(=O)CC(C)(C)Nc1nc2ccc([N+](=O)[O-])cc2o1
    10.8	5.8	0.3	-7.1	0.5	-21.9	-2.1	-0.1	1.6	9.1
- CCCS(=O)(=O)N1CCC(C(=O)NCC2CCCO2)CC1 (centres undefined)
    .	-4.8	.	.	.	-19.0	0.0	.	-3.2	.
- O=C(O)C1CCCN(CCC=C(c2ccccc2)c2ccccc2)C1 (centres undefined)
    12.9	.	2.5	-1.1	1.1	.	.	-0.1	-1.8	-11.1
- Cc1ccc(NC(=O)C2CCCN(S(=O)(=O)c3cccc4nonc34)C2)cc1 (centres undefined)
    8.4	3.9	12.2	-2.7	0.2	-16.6	-1.5	0.4	-0.3	7.1

The list goes on; it opens with the 2 that closed the last part.
Under each structure: AI-2 QS modul	IEC-6 tox	aSyn UTR inh	HSF1 inhib	GSK3B inh	KLF5 inh	HSP90 refold inh	HIF activator	GSK3A inh	HSF-1 act
- O=C(O)C1CCCN(CCC=C(c2ccccc2)c2ccccc2)C1 (centres undefined)
    12.9	.	2.5	-1.1	1.1	.	.	-0.1	-1.8	-11.1
- Cc1ccc(NC(=O)C2CCCN(S(=O)(=O)c3cccc4nonc34)C2)cc1 (centres undefined)
    8.4	3.9	12.2	-2.7	0.2	-16.6	-1.5	0.4	-0.3	7.1
- COc1ccc(Br)cc1CN1CCSCC1
    4.4	-4.5	8.4	-5.4	-0.6	-39.7	-2.5	-0.1	-2.1	-7.1
- CCOc1ccc(CN2CCC(C(=O)Nc3cccc(-c4ccn[nH]4)c3)CC2)cc1Cl
    14.0	-2.2	-51.1	9.5	0.1	-36.8	5.7	2.3	.	15.9
- CCOC(=O)N1CCN(S(=O)(=O)c2cc(OCC)ccc2OCC)CC1
    4.9	-5.2	11.1	2.0	-1.3	-5.2	-3.2	3.3	-4.2	-16.5
- Cc1cc(SCc2cc(=O)n3ccsc3n2)nc2ccccc12
    -13.1	6.4	-18.2	3.9	-1.2	-37.8	-4.7	-1.5	4.3	10.0
- C#CCSc1nc(=O)c2cccnc2n1-c1ccc(C)cc1
    16.4	-5.2	15.2	-6.0	1.6	7.2	1.1	-0.1	-0.6	-9.2
- Cc1cc2ccccn2c1C(=O)Nc1cccc(Cl)c1
    13.4	9.4	-113.2	-1.5	-3.1	-20.2	2.2	0.6	0.7	24.2
- CCC(C(=O)NCCc1ccccc1)c1ccccc1 (centres undefined)
    14.0	-9.4	9.1	0.0	2.5	-18.7	-2.2	-0.2	-3.7	5.9
- Cc1ccc(N(CC(=O)NC2CCCC2)C(=O)CNC(=O)c2cccs2)cc1F
    2.4	0.5	15.3	-5.4	0.1	4.6	0.1	-0.2	8.2	-7.0
- COCCC(=O)Nc1c(-c2ccccc2)c2cc(Br)ccc2[nH]c1=O
    14.7	4.5	6.2	-1.5	-1.8	-33.2	0.4	-0.5	-1.0	-3.7
- O=C(O)C1CCCN1S(=O)(=O)c1ccccc1 (centres undefined)
    11.8	0.6	-2.7	-0.8	-1.1	-10.2	6.7	0.0	0.6	-5.0
- CCn1c(NCc2ccco2)nc2c1c(=O)n(C)c(=O)n2C
    4.9	1.7	-0.3	-7.0	0.8	9.4	-0.3	-0.5	-0.4	9.4
- Cc1cc(-c2n[nH]c(=S)n2/N=C/c2cc([N+](=O)[O-])ccc2Cl)n[nH]1
    31.5	3.7	-57.4	3.9	0.1	-11.7	3.7	1.5	.	-6.4
- Cc1ccc(CNc2ccc(Cl)cc2[N+](=O)[O-])cc1
    7.7	6.4	-76.1	1.2	1.1	17.1	1.7	3.2	-2.6	11.2
- CCn1cc(S(=O)(=O)Nc2ccc(C)c(Cl)c2)cn1
    10.8	0.7	0.2	6.6	0.5	2.9	1.7	0.1	-1.4	12.0
- COc1ccc(NC(=O)CN(c2c(C)cccc2C)S(C)(=O)=O)cc1
    6.5	-2.4	9.7	-5.1	4.1	-48.7	0.7	2.6	-2.1	-2.3
- Cc1ccc(C)c(NC(=O)C2C3CCCC2C3c2ccccc2)c1 (centres undefined)
    9.2	-4.1	17.6	-8.8	3.8	-18.6	-0.1	0.3	1.3	-37.2
- O=C1C(=O)N(CCN2CCOCC2)C(c2ccncc2)/C1=C(/O)c1ccc2c(c1)OCO2 (centres undefined)
    2.7	-7.8	-6.5	-0.8	-0.3	-10.9	-0.7	-0.8	0.7	0.7
- Cc1ccccc1OC1C(=O)N(Cc2ccc3c(c2)OCO3)C1c1sccc1C (centres undefined)
    23.2	-3.0	36.1	10.6	1.4	8.6	-0.8	0.0	.	8.4
- Cc1ccc(C)c(OCC(=O)NCCNC(=O)COc2cc(C)ccc2C)c1
    16.0	-2.2	7.3	7.3	-0.7	-14.9	3.9	-0.3	0.1	-2.1
- Cc1sc2ncnc(SCC#N)c2c1C
    16.5	-3.4	4.3	-6.9	-0.2	-17.3	8.6	-0.1	-4.9	-6.2
- NC(=O)c1ccccc1N=Cc1cccnc1
    13.8	.	9.3	2.8	2.7	.	.	-2.2	-2.7	8.8
- Cc1cc(S(=O)(=O)NCc2ccccc2)ccc1OCC(=O)Nc1cccc([N+](=O)[O-])c1
    7.9	-0.2	31.5	-17.3	0.7	-4.8	-2.4	0.1	0.0	-31.3
- COc1ccc(S(=O)(=O)Nc2ccccn2)cc1C(=O)Nc1ccccc1
    8.0	-1.1	1.0	-2.7	-0.9	-29.1	-2.7	0.1	1.4	13.8
- c1ccc(-n2c(SCC3CCCCO3)nnc2-c2cnccn2)cc1 (centres undefined)
    -7.8	0.6	13.9	-2.9	1.8	-25.9	0.0	0.1	-1.6	11.5
- COc1ccc(OC)c(NC(=O)CCN2C(=O)c3ccccc3C2=O)c1
    24.2	-1.1	12.9	-3.9	360.7	-20.8	-2.7	-0.8	3.9	-3.1
- O=C(c1ccc(SCc2cccc(Br)c2)c([N+](=O)[O-])c1)N1CCN(c2ccccn2)CC1
    27.2	-3.1	-27.0	6.2	4.1	-5.3	-3.4	-0.3	-2.8	-5.2
- CN(C)/C(Cn1cncn1)=C1/N=C(c2c(F)cccc2F)OC1=O
    5.0	2.0	2.5	-1.7	1.0	-32.4	1.9	0.3	0.5	-15.1
- O=C(Nc1ccccc1Cl)c1ccc(=O)[nH]n1
    43.6	2.7	2.6	-9.0	-3.8	-1.0	-2.3	-0.6	3.1	-11.6
- CCSc1nnc(NC(=O)C2CC(=O)N(Cc3ccc(C)cc3)C2)s1 (centres undefined)
    34.4	0.6	11.7	-9.6	-4.0	-13.7	-5.2	0.3	-2.3	-7.5
- O=c1[nH]c2cc3c(cc2cc1CN(Cc1cccnc1)C(=S)NCc1ccco1)OCO3
    23.4	-0.5	6.9	-0.8	-1.4	24.2	-1.4	1.1	3.2	17.4
- C/C(CC(C)(C)C1CCCCC1)=N\NC(N)=S
    1.7	8.5	-76.3	-8.0	2.9	19.5	13.5	0.1	-3.5	-13.1
- Cc1cc(-c2cc(-c3ccccc3)on2)nc(NCC2CC2)n1
    10.7	.	-4.1	6.2	0.4	.	.	0.5	-0.9	-3.4
- CCCc1nnc(SCC(=O)Nc2nc(C)cs2)n1CCOC
    24.3	-1.8	-22.2	2.3	-2.4	-55.0	-2.7	0.7	-0.5	10.1
- O=C(NC1CC1)c1nc(Cn2ccc([N+](=O)[O-])n2)no1
    .	2.0	-6.1	-4.6	.	10.0	-5.4	-5.4	-1.7	13.8
